# Screening results deposited in PubChem by several laboratories.
# Diaphorase act: counter-screen for diaphorase-based assays: diaphorase activators and chemical reducers | activation factor at 20 µM | Diaphorase/resazurin coupled assay, resorufin fluorescence, 16 min; hits give high values; 1 = vehicle wells, 0 = NADH-free wells | 0.005% of 190,000 active;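 active means diaphorase activity raised at least twofold by the compound at 20 µM; inactive means activation factor below 2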
#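 System – purified diaphorase enzyme from Clostridium kluyveri · Input – enzyme 0.07 U/mL final · Also added – final NADH 0.114 mM, resazurin 0.1 mM · Measured by – fluorescence of resorufin, 544 nm excitation, 590 nm emission · Timing – 16 min enzyme reaction, ambient temperature · Measure – resorufin increase flagging diaphorase activators or reducers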
# STAT3 activator: activators of IL-6 induced STAT3 signaling. 0.91% of 190,000 active. activation (% of control), % at 5.6 µM. U3A cells, IL-6 STAT3-luciferase reporter, luminescence; 100% = signal with IL-6 EC80 alone. AID 871;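 active means activation above the screen-wide mean of compound activation plus 3 SD, cut at about 130% in these data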;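 further: 0% = background luminescence of wells with medium and substrate only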
#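 Test system: STAT3-luciferase reporter U3A cells; Detection: reporter luminescence signal; Times: 1 h compound pre-exposure, 6 h IL-6 stimulation, 37 °C; Benchmarks: IL-6-only high control; Also added: IL-6 stimulus at 33 ng/mL final.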
# STAT1 act: increases IFN-gamma driven STAT1 reporter signal; AID 932; activation (% of control), % at 5.5 µM; 2.6% of 200,000 active; NIH 3T3 STAT1-luciferase reporter, luminescence; 100% = IFN-gamma alone, no compound;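 active means activation above the screen-wide mean activation plus 3 SD, cut at about 130% in these data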;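 further: raw ratio to IFN-gamma control signal so 100% means no change and 0% no light; values of inactives mirror those of a sister screen read the other way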
# APP transl inh: APP translation inhibition; 0.82% of 190,000 active; SH-SY5Y APP 5'UTR-luciferase reporter, luminescence; inhibition, % at 2 µM;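 active means inhibition above a set limit, derived from the sample mean plus 3 SD, cut at about 45% in these data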; further: values of inactives mirror those of a sister screen read the other way
# TLR4-MyD88 BLA: inhibitors of human TLR4-MyD88 binding. inhibition, % at 8.4 µM. HeLa CL3-4 TLR4/MyD88 BLA complementation, FRET ratio. O00206+Q99836. AID 861. 0.18% of 200,000 active; in the data active means inhibition above about 25%;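 further: 0% = vehicle and 100% = reference inhibitor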
# Target sequence (O00206 whole entry, looked up): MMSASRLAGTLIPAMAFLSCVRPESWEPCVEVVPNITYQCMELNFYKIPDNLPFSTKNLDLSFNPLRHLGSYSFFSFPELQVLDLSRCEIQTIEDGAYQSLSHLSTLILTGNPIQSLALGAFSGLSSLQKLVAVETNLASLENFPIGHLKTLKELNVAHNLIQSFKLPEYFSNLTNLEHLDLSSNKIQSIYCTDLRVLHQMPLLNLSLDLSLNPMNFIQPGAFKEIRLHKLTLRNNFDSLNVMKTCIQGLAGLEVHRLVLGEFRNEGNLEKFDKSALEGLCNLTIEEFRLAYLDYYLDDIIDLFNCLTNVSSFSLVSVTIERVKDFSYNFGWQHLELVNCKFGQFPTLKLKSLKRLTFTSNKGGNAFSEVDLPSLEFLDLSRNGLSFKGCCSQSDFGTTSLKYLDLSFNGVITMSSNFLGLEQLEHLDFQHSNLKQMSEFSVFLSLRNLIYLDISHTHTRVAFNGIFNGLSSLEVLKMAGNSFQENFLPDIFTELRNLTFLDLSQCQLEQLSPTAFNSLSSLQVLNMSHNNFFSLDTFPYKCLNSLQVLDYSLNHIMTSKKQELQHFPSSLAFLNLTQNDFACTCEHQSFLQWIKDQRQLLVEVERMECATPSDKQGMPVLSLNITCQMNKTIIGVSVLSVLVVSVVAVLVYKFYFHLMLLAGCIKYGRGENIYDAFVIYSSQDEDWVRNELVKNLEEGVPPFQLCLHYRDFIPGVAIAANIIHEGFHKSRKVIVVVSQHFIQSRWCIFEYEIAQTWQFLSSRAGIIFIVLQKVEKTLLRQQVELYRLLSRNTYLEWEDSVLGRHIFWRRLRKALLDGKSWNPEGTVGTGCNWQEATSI
# Target sequence (Q99836 whole entry, looked up): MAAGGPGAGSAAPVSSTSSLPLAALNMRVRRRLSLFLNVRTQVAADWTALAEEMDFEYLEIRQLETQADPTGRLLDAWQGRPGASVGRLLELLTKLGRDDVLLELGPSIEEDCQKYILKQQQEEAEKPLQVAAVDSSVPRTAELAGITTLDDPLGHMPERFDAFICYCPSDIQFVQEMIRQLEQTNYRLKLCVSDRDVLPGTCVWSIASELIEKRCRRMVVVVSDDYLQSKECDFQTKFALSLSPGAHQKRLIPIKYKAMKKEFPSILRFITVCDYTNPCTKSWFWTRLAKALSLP
# STAT1 inh: STAT1 signaling inhibition; NIH 3T3 STAT1-luciferase reporter, IFN-gamma, luminescence; inhibition, % at 5.5 µM; 0.35% of 200,000 active; AID 920;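 active means inhibition above a set limit, the mean inhibition across all tested compounds plus 3 SD, cut at about 34% in these data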;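 further: 0% = IFN-gamma with DMSO and 100% = IFN-gamma with 300 µM nifuroxazide; values of inactives mirror those of a sister screen read the other way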
# Diaph inh CS: inhibits diaphorase or chemically oxidizes, flagging diaphorase assay artifacts | diaphorase resazurin-to-resorufin fluorescence, NADH, 16 min; bacterial (C. kluyveri) enzyme, not human | inhibition, % at 20 µM | 0.69% of 190,000 active | AID 1217;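 active means primary screen inhibition at 20 µM above a set limit, cut at about 50% in these data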;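 further: plate controls were DMSO with full reaction for no effect and wells lacking NADH for full effect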
#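 material = Clostridium kluyveri diaphorase enzyme | amount = 0.14 U/mL diaphorase, enzyme working solution | schedule = incubation 16 min, room temperature | detection = fluorescence of resorufin formed from resazurin, Ex 544/Em 590 nm | benchmarks = positive control minus NADH, DMSO neutral control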
# STAT3 inh: inhibitors of IL-6 induced STAT3 signaling; 0.89% of 190,000 active; U3A cells, IL-6 STAT3-luciferase reporter, luminescence; host cell line lacks STAT1; inhibition, % at 5.5 µM;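 active means inhibition above the mean inhibition across all screened compounds plus 3 SD, cut at about 44% in these data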;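 further: 0% = DMSO only wells and 100% = 100 µM nifuroxazide control wells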
# Hsp70 act: switches on Hsp70 transcription; HeLa Hsp70 promoter luciferase reporter, luminescence; scaled: vehicle 0, proteasome-inhibitor control 100%; activation, % at 10 µM; 0.04% of 200,000 active; AID 1203;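 active means activation above the mean across all tested compounds plus 3 SD, cutoff set per campaign, cut at about 5.5% in these data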;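 further: 100% = MG132 at 30 µM as the positive control and 0% = DMSO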
# G6PDH CS: inhibits Leuconostoc G6PDH, flagging false hits in G6PDH-based assays | Purified L. mesenteroides G6PDH, diaphorase/resazurin coupled fluorescence, 45 min | inhibition, % at 5 µM | 0.12% of 200,000 active | AID 1020; in the data active means inhibition above about 50%
# Starred values were filed as active, the others as inactive; · = no result given.
SMILES,Diaphorase act,STAT3 activator,STAT1 act,APP transl inh,TLR4-MyD88 BLA,STAT1 inh,Diaph inh CS,STAT3 inh,Hsp70 act,G6PDH CS
CC1CCc2nc(NC(=O)CN3CCN(c4ccccc4)CC3)sc2C1 (configuration not stated),0.8,104,103,5,0,-3,18,4,0.1,-3
CCC(=O)N1CCc2cc(S(=O)(=O)CCC(=O)Nc3ccc(OC)c(OC)c3)ccc21,1,101,99,6,2,-1,-5,2,-0.3,5
COC(=O)Cn1nc(-c2ccccc2)c2cc(Cl)ccc21,0.8,102,100,2,6,0,18,1,0.0,5
Nc1ccc(S(=O)(=O)NC2(C(F)(F)F)NC(=O)N(c3ccccc3Cl)C2=O)cc1 (configuration not stated),0.8,90,88,25,6,14,17,14,-0.5,-1
CN(C)S(=O)(=O)c1cccc(C(=O)N2CCN(Cc3ccccc3)CC2)c1,0.8,105,103,1,4,-3,20,0,-0.3,10
O=C(CNC(=O)c1ccco1)NCC(=O)OCc1ccc(C(=O)Oc2ccc(Cl)cc2)cc1,1,99,116,16,-10,-18,3,5,0.1,-1
COC(=O)c1sccc1NC(=O)c1sccc1C,1,87,101,-10,8,-1,3,15,-0.5,15
CCOC(=O)c1ccc(Nc2c(CC)c(C)nc3ncnn23)cc1,0.8,116,102,-10,-18,-2,19,-18,-0.4,6
Cc1cc(NC(=O)CCCN2C(=O)/C(=C\c3cccs3)SC2=S)no1,1,97,101,5,-6,-1,0,3,-0.2,-3
CCC(C(=O)NCCN1CCN(C)CC1)n1c(C)c2cnn(-c3ccccc3)c(=O)c2c1C (configuration not stated),1,99,98,-2,5,0,1,6,0.0,7
Cc1ccc(S(=O)(=O)c2nc(C)oc2NCc2ccccc2)cc1,0.8,94,96,0,-10,4,15,11,-0.1,-15
O=C(Nc1ccnc(-c2ccncc2)n1)C1CC1,0.9,101,109,2,-5,-10,6,2,-0.3,9
N#CC1=C(N)Oc2cc(Nc3ccccc3)ccc2C1c1ccncc1 (configuration not stated),0.9,73,104,-7,-3,4,10,37,-0.3,12
O=C(Nc1nnc(C2CC2)s1)c1cc([N+](=O)[O-])ccc1N1CCCCC1,0.8,106,94,5,-10,6,18,-6,-0.2,-5
COc1ccc(-n2cc(-c3ccccc3)[n+]3c2CCCCC3)cc1,1,70,75,5,-2,25,1,40,0.0,1
Cc1ccsc1/C=C1\SC(N)=NC1=O,0.8,99,98,-18,-7,2,18,8,0.0,4
CCNc1nc(NC(C)C)nc(NS(=O)(=O)c2ccc(Cl)cc2)n1,0.9,99,93,5,0,7,13,6,-0.1,7
Cc1[nH]c2ccccc2c1C(=O)NS(=O)(=O)Nc1ccccc1,0.9,103,97,-13,0,4,14,-2,0.1,11
COc1ccc(-n2c(Cc3cccn3C)nnc2SCC(=O)Nc2cccc(C)c2C)cc1,0.8,109,98,7,-11,2,20,-6,-0.3,-7
Cc1cccc(N2CCN(C(=O)CN(C)S(=O)(=O)c3ccc4c(c3)CCC(=O)N4)CC2)c1C,0.7,96,102,-7,-8,-2,30,13,-0.1,-6
COc1ccc(C2OC(=O)CC2C(=O)NCc2ccc(C)cc2)cc1OC (configuration not stated),0.8,98,100,-7,4,-2,16,4,-0.1,11
COCCCNC(=O)c1cc(Sc2ccc(F)cc2)nc2ccccc12,1,107,93,8,6,8,4,-8,-0.4,-4
COc1cccc(-c2nnc3sc(-c4cccs4)nn23)c1,1.1,107,118,-42,2,-19,-8,-2,-0.1,6
C/C(=N\NC(N)=O)C1(C)CCCCC1,0.9,103,99,-15,4,1,7,0,-0.3,-1
CCCCCCNS(=O)(=O)c1ccc(OC)c(OC)c1,0.8,95,99,0,-1,2,20,13,-0.5,1
Cc1nn(Cc2cccc(F)c2)c(C)c1NC(=O)c1c([N+](=O)[O-])c(C)nn1C,1,97,100,1,-5,0,2,9,-0.1,-1
O=C(CCn1c(=S)[nH]c2cc3c(cc2c1=O)OCO3)N1CCN(C2CCCCC2)CC1,·,99,100,-8,-7,0,·,6,-0.1,·
CC(NC(=O)NC(=O)c1ccc(Cl)cc1Cl)C1CC1 (configuration not stated),1,109,97,-14,11,1,2,-6,0.1,5
Cc1cc(C(=O)N/N=C/c2ccc(O)c([N+](=O)[O-])c2)n[nH]1,1,101,97,-4,-15,4,5,-6,-0.1,-8
CCOc1ccc(/C=N/OCC(=O)NCc2ccc3c(c2)OCO3)cc1OC,1,89,91,5,1,10,-1,9,-0.4,0

# Some of these compounds in order of length of the SMILES, smallest number first.
SMILES,Diaphorase act,STAT3 activator,STAT1 act,APP transl inh,TLR4-MyD88 BLA,STAT1 inh,Diaph inh CS,STAT3 inh,Hsp70 act,G6PDH CS
Cc1ccsc1/C=C1\SC(N)=NC1=O,0.8,99,98,-18,-7,2,18,8,0.0,4
CC(NC(=O)NC(=O)c1ccc(Cl)cc1Cl)C1CC1 (configuration not stated),1,109,97,-14,11,1,2,-6,0.1,5
COCCCNC(=O)c1cc(Sc2ccc(F)cc2)nc2ccccc12,1,107,93,8,6,8,4,-8,-0.4,-4
Cc1[nH]c2ccccc2c1C(=O)NS(=O)(=O)Nc1ccccc1,0.9,103,97,-13,0,4,14,-2,0.1,11
Cc1cc(C(=O)N/N=C/c2ccc(O)c([N+](=O)[O-])c2)n[nH]1,1,101,97,-4,-15,4,5,-6,-0.1,-8
COc1ccc(-n2c(Cc3cccn3C)nnc2SCC(=O)Nc2cccc(C)c2C)cc1,0.8,109,98,7,-11,2,20,-6,-0.3,-7
O=C(CCn1c(=S)[nH]c2cc3c(cc2c1=O)OCO3)N1CCN(C2CCCCC2)CC1,·,99,100,-8,-7,0,·,6,-0.1,·

# The listing continues:
SMILES,Diaphorase act,STAT3 activator,STAT1 act,APP transl inh,TLR4-MyD88 BLA,STAT1 inh,Diaph inh CS,STAT3 inh,Hsp70 act,G6PDH CS
O=C(COC(=O)/C=C/c1ccc2c(c1)OCO2)NC1CC1,0.9,105,110,-1,7,-12,8,-3,-0.2,7
CCOC(=O)c1cc(C(=O)OCC)c(=O)[nH]c1N1CCCCC1,0.9,100,98,0,13,1,13,6,-0.1,0
COC(=O)c1ccc(COC(=O)c2ccc(S(=O)(=O)N3CCC(C)CC3)cc2)o1,1,105,104,18,1,-5,2,-6,-0.3,3
COC(=O)c1ccc(-c2nc(-c3cccs3)no2)cc1,0.9,30,53,-136,9,52*,14,91*,-0.5,-1
O=C(NNC(=O)c1sc2cccc(Cl)c2c1Cl)Nc1ccccc1,1.1,82,103,1,7,-1,-8,28,-0.4,4
